# CHO-K1 Ca ag – counter-screen for M1 agonists: effect in parental CHO-K1 cells; Fluo-8 calcium fluorescence; scaled to maximal ATP response, vehicle zero; activation, % at 3 µM; 0.48% of 360,000 active; AID 602248, 2012; in the data active means activation above about 15%;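 further: untransfected CHO-K1 host cells lacking M1 receptor as counterscreen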
# CHO parental Ca – ATP-evoked calcium signal inhibitors, parental CHO, primary screen, counter-screen for OX1R antagonist project, cell-based, fluorescence, Fluo-8 calcium dye; AID 463079, 2010; inhibition, % at 5.6 µM; parental CHO-K1, ATP-induced calcium, Fluo-8 fluorescence; 0.63% of 330,000 active;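 active means inhibition above that plate's mean sample inhibition plus 3 SD, cut at about 26% in these data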;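 further: 0% = ATP-challenged DMSO wells and 100% = DMSO wells without ATP; some compounds past the cut are filed as inactive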
#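 Material – parental CHO cells · Reagent – ATP stimulus · Compound – single nominal dose of 5.6 µM per compound · Detection – Fluo-8 fluorescence · Read-out basis – percent inhibition of calcium signal · Controls – ATP-challenged DMSO wells low, unchallenged DMSO wells high · Repeats – no replicates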
# M1 PAM parental – nonselective calcium activators in parental CHO-K1 cells, primary screen, counter-screen for M1 PAM project, cell-based, Fluo-8 calcium fluorescence, full deck, 1536-well; ATP EC20; 0% at ATP EC20, 100% at ATP max; activation, % at 3 µM; 0.02% of 360,000 active;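 active means activation above the run cutoff, the mean activation of all test compounds plus 3 SD, cut at about 40% in these data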;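 further: peak over basal fluorescence ratio in a 140 s read after ATP addition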
# CHO-K1 Ca antag – counter-screen for M1 antagonists: effect in parental CHO-K1 cells; ATP-induced calcium, Fluo-8 fluorescence; inhibition, % at 3 µM; 0.6% of 360,000 active; AID 602250;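 active means inhibition above a per-plate cutoff, the plate's mean sample inhibition plus 3 SD, cut at about 24% in these data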;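 further: 0% = DMSO plus EC80 ATP and 100% = DMSO alone without ATP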
# TAAR1 ag – human TAAR1 agonists, primary screen, Fluo-8 calcium fluorescence, CHO RD-HGA16 cells; Trace amine-associated receptor 1 (Homo sapiens), Q96RJ0; vehicle wells 0%, saturating PEA agonist 100%; activation, % at 3 µM; 0.99% of 360,000 active; AID 624467, 2012;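 active means activation above the mean activation of all test compounds in the run plus 3 SD, cut at about 38% in these data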
# Target sequence (Q96RJ0 whole entry, looked up): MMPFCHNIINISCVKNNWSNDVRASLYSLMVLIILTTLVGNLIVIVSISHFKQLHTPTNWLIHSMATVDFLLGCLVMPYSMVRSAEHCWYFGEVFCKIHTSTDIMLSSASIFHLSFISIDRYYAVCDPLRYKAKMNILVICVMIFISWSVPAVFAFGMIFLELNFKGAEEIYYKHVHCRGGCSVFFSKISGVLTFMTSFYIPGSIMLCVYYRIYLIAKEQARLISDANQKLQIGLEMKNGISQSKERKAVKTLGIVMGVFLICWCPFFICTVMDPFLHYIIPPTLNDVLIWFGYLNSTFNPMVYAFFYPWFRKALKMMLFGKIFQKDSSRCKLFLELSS
#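 Assay system – CHO-derived RD-HGA16 cells with stable Gα16 and human TAAR1 · Compound dosing – one-point dosing at 3 µM (nominal) · Incubation – 17-24 h seeding, 75 min 37 °C dye, 30 min RT · Measured by – kinetic Fluo-8 calcium fluorescence · Control set – DMSO vehicle as 0%, PEA at EC100 as 100% · Repeats – single well for each compound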
# TAAR1 antagonist – human TAAR1 antagonists, primary screen, Fluo-8 calcium fluorescence, CHO RD-HGA16 cells | Trace amine-associated receptor 1 (Homo sapiens), Q96RJ0 | antagonist | inhibition, % at 3 µM | 1.5% of 360,000 active | AID 624466, 2012;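 active means inhibition above a per-plate cutoff, the mean inhibition of test compounds on that plate plus 3 SD, cut at about 49% in these data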;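 further: 0% = DMSO plus EC80 beta-PEA response and 100% = DMSO alone without agonist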
#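 test system = CHO RD-HGA16 cells bearing hTAAR1 | replication = singlicate | controls = DMSO-only wells and EC80 β-PEA-stimulated wells | reagent = EC80 β-phenethylamine stimulus | read-out basis = percent inhibition of PEA-evoked calcium signal, max/basal emission ratio | schedule = seeding 17-24 h prior, 75-min 37 °C, 30-min RT dye loading | signal = kinetic Fluo-8 calcium fluorescence measurement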
# V1R ag counter – agonists of human V1a receptor, primary screen, counter-screen for OXTR agonist project, fluorescence, CHO-V1R cells; Fluo-8 calcium fluorescence, agonist mode; 0% DMSO, 100% 3 nM vasopressin; activation, % at 3 µM; AID 2797, 2010; 0.25% of 320,000 active;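 active means activation above the mean activation of all tested compounds plus 3 SD, per screening run, cut at about 20% in these data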;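 further: signal is peak over basal fluorescence ratio across a 100 second FLIPR read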
# Target sequence (P37288 whole entry, looked up): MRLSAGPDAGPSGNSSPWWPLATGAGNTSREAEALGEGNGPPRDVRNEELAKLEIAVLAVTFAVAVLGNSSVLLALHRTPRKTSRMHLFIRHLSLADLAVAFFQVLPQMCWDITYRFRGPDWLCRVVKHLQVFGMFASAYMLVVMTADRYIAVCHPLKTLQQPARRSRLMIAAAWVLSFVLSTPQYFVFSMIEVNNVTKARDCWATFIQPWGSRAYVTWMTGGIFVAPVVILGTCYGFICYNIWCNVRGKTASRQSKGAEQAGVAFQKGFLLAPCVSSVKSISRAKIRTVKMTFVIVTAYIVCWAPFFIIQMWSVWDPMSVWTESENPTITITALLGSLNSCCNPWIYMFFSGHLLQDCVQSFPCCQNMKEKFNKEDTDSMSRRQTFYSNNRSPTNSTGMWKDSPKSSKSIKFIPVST
# M1 ag – human M1 muscarinic receptor agonists, primary screen, Fluo-8 calcium fluorescence, CHO-K1 cells, HTS. 0.33% of 360,000 active. activation, % at 3 µM. Muscarinic acetylcholine receptor M1 (Homo sapiens), P11229. CHO-K1 hM1, agonist mode; 0% DMSO, 100% acetylcholine EC100;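 active means activation above the run's mean compound activation plus 3 SD, cut at about 16% in these data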;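 further: peak over basal fluorescence ratio within a 140 s kinetic read after compound addition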
# OXTR potentiator – human OXTR potentiators, primary screen, fluorescence, CHO-OTR cells, Fluo-8 calcium; Oxytocin receptor (Homo sapiens), P30559; Fluo-8 calcium fluorescence, potentiator mode; 0% = oxytocin EC15, 100% = EC100; activation, % at 3 µM; 0.061% of 320,000 active; AID 2445, 2010;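 active means activation above that plate's cutoff, the mean activation of tested compounds plus 3 SD, cut at about 6.6% in these data, passing the limit was not always enough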;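 further: 100% uses oxytocin at 75 nM as the full agonist control; some results filed as inactive read as strong as hits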
#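 Replication – single well per compound, singlicate · Assay system – CHO cell line stably expressing human OTR · Timing – 6 min pre-incubation, 100 s read · Measure – normalized max/min fluorescence ratio, % activation · Doses – 3.0 µM, one dose · Detection – Fluo-8 calcium dye fluorescence · Probe or stimulus – oxytocin near EC15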
# * = called active by the depositor; x = not tested or not shown. An unsorted share of the library; 3.3% or so of the library scored in one or more.
# Results follow in this order: M1 ag, M1 PAM parental, TAAR1 antagonist, CHO-K1 Ca antag, TAAR1 ag, CHO-K1 Ca ag, V1R ag counter, OXTR potentiator, CHO parental Ca
Cc1[nH]c2ccccc2c1C1=CN2CCS(=O)(=O)N=C2S1
 : -1, 18, 0, -16, 8, 0.5, -0.6, -13, -2
CN(C)c1ccc(/C=N/N2CCN(Cc3ccccc3Cl)CC2)cc1
 : -1, 10, 3, 1, 0, 1.3, 0.4, -6, 4
O=C(Nc1ccccn1)NC(C(F)(F)F)C(F)(F)F
 : -1, 26, 3, -10, 1, 5.0, 14, -11, -1
COc1cc(C(=S)N2CCOCC2)ccc1OS(=O)(=O)c1ccccc1[N+](=O)[O-]
 : -4, 22, 8, -17, 4, 3.3, 1.4, -9, -11
CCN(CC)C(=O)[C@H]1CC(CC(=O)NCCC2=CCCCC2)C(=O)N2CCc3c([nH]c4ccccc34)[C@]12C (stereo partly specified)
 : -6, -5, -13, -6, 9, -0.3, -1.8, -5, -27
O=C(CCNS(=O)(=O)c1ccc2[nH]c(=O)oc2c1)Nc1cccc(Br)c1
 : -3, 6, -7, -4, 3, 6.0, 0.3, 2, -4
COc1cc(NC(=O)c2ccc(F)cc2)c(OC)cc1NC(=O)CN1CCOCC1
 : -2, -9, 7, 19, 3, 0.6, -0.3, -9, -15
COC(=O)c1c(NC(=O)Cc2ccccc2)sc2c1C(C(=O)OC)CC2 (stereo unspecified)
 : -6, 13, -19, -7, 0, 0.4, -0.9, -6, -15
C#Cc1ccc(NC(=O)C2(C)CCN2C(=O)c2ccccc2CCc2ccccc2)cc1 (stereo unspecified)
 : -5, 5, 8, 2, 1, -0.1, x, x, x
CC1(C(=O)Nc2ccc3c(c2)OCO3)CCN1C(=O)CCC1CCCC1 (stereo unspecified)
 : -2, 18, -21, -5, 1, 0.2, x, x, x

# Sorted by number of heavy atoms (low to high): 4 of the compounds above
# Results follow in this order: M1 ag, M1 PAM parental, TAAR1 antagonist, CHO-K1 Ca antag, TAAR1 ag, CHO-K1 Ca ag, V1R ag counter, OXTR potentiator, CHO parental Ca
O=C(Nc1ccccn1)NC(C(F)(F)F)C(F)(F)F
 : -1, 26, 3, -10, 1, 5.0, 14, -11, -1
Cc1[nH]c2ccccc2c1C1=CN2CCS(=O)(=O)N=C2S1
 : -1, 18, 0, -16, 8, 0.5, -0.6, -13, -2
COc1cc(C(=S)N2CCOCC2)ccc1OS(=O)(=O)c1ccccc1[N+](=O)[O-]
 : -4, 22, 8, -17, 4, 3.3, 1.4, -9, -11
CCN(CC)C(=O)[C@H]1CC(CC(=O)NCCC2=CCCCC2)C(=O)N2CCc3c([nH]c4ccccc34)[C@]12C (stereo partly specified)
 : -6, -5, -13, -6, 9, -0.3, -1.8, -5, -27

# Further records
# Results follow in this order: M1 ag, M1 PAM parental, TAAR1 antagonist, CHO-K1 Ca antag, TAAR1 ag, CHO-K1 Ca ag, V1R ag counter, OXTR potentiator, CHO parental Ca
COc1ccc(-c2csc(NC(C)c3nc4cc(C(F)(F)F)ccc4n3CCOCCO)n2)cc1 (stereo unspecified)
 : -4, -15, 1, -8, 8, -0.2, 0.6, -5, -19
CC1CCCCN1CC(O)COCc1ccc(Cl)cc1 (stereo unspecified)
 : -10, 17, -13, -9, 1, 0.7, 0.5, -7, -8
COc1ccc(Br)cc1S(=O)(=O)NCc1ccccn1
 : -2, 8, -15, -4, 2, -0.2, -0.2, 3, -10
COc1ccc(-c2[nH]ncc2CN(C)Cc2cc(C)[nH]n2)c(F)c1
 : -6, 10, -2, 5, 6, 0.0, 0.2, -12, -1
COc1ccc2c(c1)OC13CCN(C)CC1C2C(C(=O)c1ccc(F)cc1)C(=O)N3 (stereo unspecified)
 : -3, 27, 2, -22, 6, 0.4, 5.0, -4, -5
CC1CCN(C(=O)c2cccc(S(=O)(=O)N3CCN(c4ccccc4)CC3)c2)CC1
 : 1, 1, -5, 2, 1, 1.5, -0.3, -8, 0
Cc1ccsc1C(=O)Nc1cc(C(C)(C)C)nn1-c1ccccc1
 : -7, 12, x, -5, x, -0.2, -1.7, 0, -26
CCOc1ccc(C(=O)NCC(=O)N2CCCCCCC2)cc1OCC
 : -1, 18, -10, -7, 0, 2.0, -0.2, -2, -14
CCn1c(CC(=O)Nc2ccccc2F)nnc1SCC(=O)N1CCN(c2ccccc2)CC1
 : -3, -10, 8, 22, 7, -0.2, 0.5, -3, -15
COc1ccc(-c2cc(C(=O)N(C)Cc3ccc(F)cc3)c3ccccc3n2)cc1OC
 : -3, -5, 72*, 9, 5, 4.9, 0.7, -5, -26
CCOC(=O)CN1CC23C=CC(O2)C(C(=O)NC2CCCCCC2)C3C1=O (stereo unspecified)
 : -2, 18, -25, -11, 7, 2.5, -1.4, 0, -4
CC(=O)N1CC(C)Oc2ccc(S(=O)(=O)NC(CC(=O)O)c3ccc(C)cc3C)cc21 (stereo unspecified)
 : -1, -11, -7, -6, 2, -0.3, 0.2, -5, -2
Cc1ccc(NC(=S)N2CCCC(CO)C2)c(C)c1 (stereo unspecified)
 : -7, 4, -17, 0, 2, -0.2, -0.5, 0, -3
O=c1c2ccccc2[nH]c(=S)n1CCN1CCN(Cc2ccccc2)CC1
 : -5, 16, -11, -9, 8, 1.6, 0.3, 1, -5
O=C(NCc1ccccc1Cl)c1cccc(C(F)(F)F)c1
 : -9, 23, -17, -4, -2, 0.7, 1.8, -13, -15
CCOC(=O)c1cc(-c2ccc(F)cc2)n(CC(=O)N2CCCC2)c1C
 : -2, 12, 4, 3, 13, 15*, 1.2, -11, -29
C=CCNC(=O)/C(C#N)=C\c1cc(Cl)c(O)c(OCC)c1
 : -3, 10, -24, 0, 0, 0.4, 0.9, 2, -4
CCc1cccc(NC(=O)C2CCCN2C(=O)Nc2ccc(C)cc2)c1 (stereo unspecified)
 : -6, 18, -17, -19, -5, -0.1, -0.1, -9, -24
O=[N+]([O-])c1ccc(Sc2nccn2Cc2ccccc2)cc1
 : -9, 16, 9, -11, 13, 1.9, -0.8, -6, -5
CCS(=O)(=O)n1nc(-c2ccccc2)nc1SCc1ccccc1
 : -2, -3, -4, 2, 12, -0.4, -0.1, 1, -10

# Part of the list above, showing only M1 PAM parental.
Compound,M1 PAM parental
O=C(NCc1ccccc1Cl)c1cccc(C(F)(F)F)c1,23
CCOC(=O)c1cc(-c2ccc(F)cc2)n(CC(=O)N2CCCC2)c1C,12
C=CCNC(=O)/C(C#N)=C\c1cc(Cl)c(O)c(OCC)c1,10
CCc1cccc(NC(=O)C2CCCN2C(=O)Nc2ccc(C)cc2)c1 (stereo unspecified),18

# Additional records follow:
# Results follow in this order: M1 ag, M1 PAM parental, TAAR1 antagonist, CHO-K1 Ca antag, TAAR1 ag, CHO-K1 Ca ag, V1R ag counter, OXTR potentiator, CHO parental Ca
CCOCCCN(Cc1ccco1)S(=O)(=O)c1csc(C(N)=O)c1
 : 0, 16, 4, -15, 2, 1.6, 0.7, -8, -10
Nc1nc(N)nc(C2C=CCCC2)n1 (stereo unspecified)
 : 6, -11, 0, 4, 2, -0.2, x, x, x
CCOC(=O)N1CCN(C(=O)CCN2C(=O)/C(=C\c3cccc(OC)c3)SC2=S)CC1
 : 0, 26, 12, -15, 4, 1.7, -0.3, -6, -10
CC(=O)COc1ccc2c(-c3ccccc3)cc(=O)oc2c1
 : 2, -11, 2, 18, 4, -0.2, 1.2, -9, -8
CCN(CC)C(=O)C1=C(C)N(Cc2ccccc2)C(=O)C(CC(=O)NCCN2CCOCC2)C1 (stereo unspecified)
 : -4, 15, 9, -13, 1, 0.8, x, x, x
O=C(c1ccc(F)cc1)N1CCC(N2CCCCCC2)CC1
 : -6, 14, -11, -8, 4, 1.2, 0.0, 2, 1
O=C(COc1ccccc1F)Nc1ccc2c(c1)OCCO2
 : -4, 9, 4, -23, 3, 1.5, 0.4, 2, 1
C[C@@H]1CN([C@H](C)CO)C(=O)CCCn2nncc2CO[C@@H]1CN(C)C(=O)Nc1cccc2ccccc12
 : -4, 13, 9, -7, 0, 0.2, x, x, x
OC(COc1ccc(OCC(O)CN2CCN(Cc3ccccc3)CC2)cc1)CN1CCN(Cc2ccccc2)CC1 (stereo unspecified)
 : -5, 11, -20, -1, 4, 7.5, 7.9, -7, -1
COc1ccc([C@@H]2CC=C(C(=O)O)[C@H](c3ccccc3F)N2S(=O)(=O)c2ccccc2C)cc1
 : -5, 15, 3, -2, 6, 0.1, -0.8, -14, -9
CSc1ccc(CN2CCC(C)(Oc3ccc(CC#N)cc3)C2)cc1 (stereo unspecified)
 : -8, 14, -9, -15, 1, 2.7, x, x, x
CCOc1ccc(NC(=S)NC(=O)/C=C/c2ccc(OC)cc2)c([N+](=O)[O-])c1
 : -4, 24, -7, -15, -2, 0.9, 0.2, -5, 1
CCCCCCc1c(O)nc(SCC(=O)O)[nH]c1=O
 : -1, 28, -4, -4, 0, 0.2, -0.6, -8, -11
CCCNC(=O)C1(C)CCCN(Cc2ccc(-c3ccccc3)o2)C1 (stereo unspecified)
 : -8, 11, -23, -12, 1, 0.7, x, x, x
CSc1ccccc1C(=O)C1CCCN(Cc2c(C)n(C)n(-c3ccccc3)c2=O)C1 (stereo unspecified)
 : -13, -7, 0, 15, 5, 6.9, 0.3, 0, -29
CCc1n(CC(O)COC2CCCCC2)c2ccccc2[n+]1C (stereo unspecified)
 : -5, -14, 13, -1, 0, -0.3, 0.4, 3, -4
CCN1CCN(C(=O)c2ccc3c(c2)S(=O)(=O)c2ccccc2C3=O)CC1
 : -5, 10, 5, -5, 6, 0.8, 0.6, -7, -15
CCC(=O)N1CCCc2cc(S(=O)(=O)N3CCN(c4ccccn4)CC3)ccc21
 : -2, -7, -3, 13, 5, 1.1, 1.4, -8, -22
COc1ccc(C2=NN(C(=O)CCCC(=O)O)C(c3cn(-c4ccccc4)nc3-c3ccccc3)C2)cc1 (stereo unspecified)
 : 0, -15, -3, 3, 9, -0.1, 4.8, -6, 32
CCC(=O)N(Cc1cc(=O)[nH]c2ccccc12)c1cccc(C)c1
 : -5, 12, -21, -8, 3, 0.9, -0.8, -3, -39

# Screens (PubChem BioAssay)
